Bioassay records: PubChem BioAssay, National Center for Advancing Translational Sciences (NCATS)
GLP1R cytotox: cytotoxic in the GLP-1 receptor inverse agonist counter-screen; actives 0.13% (n = 410,000); HEK293 cAMP-luciferase reporter cells, luminescence, 24 h; AID 624418; Potency, µM (highest dose often 38.3 µM), for the others: at the top dose activity change, negative = inhibition, hits mostly inhibitors;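 further: loss of luciferase light is scored as toxicity; potency means the concentration at half of the fitted maximal effect; on the % scale 0 is the no-effect control and ±100 the full control effect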
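To flag toxic compounds, the library was rerun on cells for 24 hr at 37 deg C and 5% CO2. Viability-linked luminescence was captured 12 min after adding luciferase detection reagent.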
GLP1R inv ag: GLP-1 receptor (human) inverse agonism; Potency, µM (top dose mostly 38.3 µM), for the others: top-dose activity change, negative = inhibition, usual class: inhibitors; HEK293 GLP-1R CRE-luciferase, luminescence, 24 h; GLP-1R form is constitutively active; actives 1.6% (n = 410,000); further: potency means the concentration at half of the fitted maximal effect; on the % scale 0 is the no-effect control and ±100 the full control effect; nearly all actives have a fitted effect of over 55% in size
Target sequence (P43220 whole entry, looked up): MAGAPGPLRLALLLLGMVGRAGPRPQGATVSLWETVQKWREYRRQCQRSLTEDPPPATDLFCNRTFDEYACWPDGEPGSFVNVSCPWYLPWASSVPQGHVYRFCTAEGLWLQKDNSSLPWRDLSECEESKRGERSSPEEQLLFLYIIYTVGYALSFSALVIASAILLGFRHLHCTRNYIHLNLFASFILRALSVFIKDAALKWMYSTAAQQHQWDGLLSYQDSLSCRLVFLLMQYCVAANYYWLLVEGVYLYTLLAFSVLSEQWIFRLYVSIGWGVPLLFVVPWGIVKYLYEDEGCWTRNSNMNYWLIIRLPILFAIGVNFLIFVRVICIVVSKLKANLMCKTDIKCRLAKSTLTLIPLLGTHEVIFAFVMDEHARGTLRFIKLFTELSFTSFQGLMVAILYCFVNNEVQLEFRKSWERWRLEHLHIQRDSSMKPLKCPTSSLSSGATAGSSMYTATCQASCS
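Stable HEK293 clone (constitutively active GLP-1R + cAMP-response luciferase); 200 cells/uL plated, 12 h pre-culture, compound 24 hr, 37 deg C/5% CO2; detection reagent 12 min RT; luminescence.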
Akt phos inh: blocks phosphorylation of Akt; Neuro2A IGF-stimulated pAkt S473 HTRF, 20 min; stronger effect = lower value; AID 651550; actives 0.32% (n = 360,000); activity change, % for hits at 50 µM; in the data active means activity change below about -80%; inconclusive means mostly about -51% to -80%; further: on the % scale 0 is the no-effect control and ±100 the full control effect
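Single-point screen (50 µM final compound) in Neuro2A cells stimulated 20 min with 6 nM IGF at 37 deg C. After lysis, Ser473-phosphorylated Akt read by HTRF (ex 330 nm, em 615/665 nm) as the 665/615 ratio.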
Abeta rescue: A-beta toxicity reversal in yeast; yeast expressing A-beta42, growth rescue, OD600, 48 h; response scale: 0% DMSO, 100% iron-clioquinol control; Potency, µM (titrated, usually from 46.1 µM), without a hit: top-dose growth rescue, actives largely listed as activators; actives 0.063% (n = 410,000); AID 1347071; further: potency means the concentration at half of the fitted maximal effect; nearly all actives have a fitted effect of over 55% in size
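Growth rescue measured by 600 nm absorbance after 48 h yeast culture at 30 C with compound. Values normalized between DMSO and an equimolar ferric chloride plus clioquinol control.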
TDP-43 yeast inh: rescues yeast growth from TDP-43 toxicity; TDP-43 expressing yeast growth rescue, BacTiter-Glo, 24 h; actives 1.8% (n = 410,000); Potency, µM (series often up to 46.1 µM), for inactives: at the highest dose growth rescue (activation), most hits filed as activators; further: potency means the concentration at half of the fitted maximal effect; % of control where 0% means no effect; nearly all actives have a fitted effect of over 50% in size
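Cell-based yeast growth screen: TDP-43 expression induced in galactose, inoculum OD600=0.02 after raffinose pregrowth to mid-log. Read-out BacTiter-Glo luminescence at 24 hr, 30 deg C; inhibition of toxicity seen as signal increase.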
PTHR1 agonist: agonists of human PTHR1 parathyroid hormone receptor; Q03431; HEK293 GP2 PTHR1 cells, GloSensor cAMP luminescence, 1 h; Potency, µM (doses to about 115 µM), for inactives: at the top dose activation, actives largely listed as activators; actives 0.075% (n = 410,000); AID 743266; further: potency means the concentration at half of the fitted maximal effect; nearly all actives have a fitted effect of over 55% in size; some results filed as inactive show a strong effect at the top dose; inactives centre near -15; many of its hits are not listed in these tables
Target sequence (Q03431 whole entry, looked up): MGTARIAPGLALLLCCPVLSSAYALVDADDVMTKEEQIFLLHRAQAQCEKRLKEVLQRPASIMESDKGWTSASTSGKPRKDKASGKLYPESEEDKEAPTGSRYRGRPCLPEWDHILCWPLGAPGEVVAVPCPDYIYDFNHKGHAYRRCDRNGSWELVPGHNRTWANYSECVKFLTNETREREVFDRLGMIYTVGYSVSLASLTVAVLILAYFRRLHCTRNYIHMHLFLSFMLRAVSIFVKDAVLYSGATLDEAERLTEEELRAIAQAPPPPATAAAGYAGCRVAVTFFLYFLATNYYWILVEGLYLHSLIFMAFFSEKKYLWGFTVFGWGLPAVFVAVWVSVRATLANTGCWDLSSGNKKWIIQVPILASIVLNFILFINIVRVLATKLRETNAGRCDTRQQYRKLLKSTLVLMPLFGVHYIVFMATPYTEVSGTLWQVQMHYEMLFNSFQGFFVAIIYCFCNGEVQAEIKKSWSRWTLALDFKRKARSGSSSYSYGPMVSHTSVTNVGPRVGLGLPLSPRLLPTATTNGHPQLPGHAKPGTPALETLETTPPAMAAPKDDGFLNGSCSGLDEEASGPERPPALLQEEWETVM
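HEK-293-derived GP2 cells expressing PTHR1 and a GloSensor cAMP reporter, 3,000/well, plated overnight, given luciferin plus IBMX (each 0.5 mM as added) for 1 h at 37 °C, then compound for 1 h at 37 °C. Luminescence was read after 15 min at room temperature.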
Mm-Cpn inhibitor: blocks the Methanococcus maripaludis chaperonin Mm-Cpn; actives 0.031% (n = 330,000); AID 504842; purified Mm-Cpn ATPase, ADP Transcreener TR-FRET; Potency, µM (highest dose often 76.9 µM), for the others: at the top dose activity, negative = inhibition, hits mostly inhibitors; further: potency means the concentration at half of the fitted maximal effect; on the % scale 0 is the no-effect control and ±100 the full control effect; nearly all actives have a fitted effect of over 80% in size
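Inhibition of chaperonin ATP hydrolysis is measured as reduced ADP production, detected by competitive TR-FRET in which signal falls with ADP. Final enzyme 25 nM and ATP 10 uM, reacted 30 min at 37°C.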
aSyn rescue: rescues yeast growth from alpha-synuclein toxicity | actives 0.14% (n = 370,000) | Potency, µM (series often up to 46.1 µM), without a hit: top-dose growth rescue (activation), hits mostly activators | Yeast expressing alpha-synuclein, growth rescue, BacTiter-Glo, 24 h; further: potency means the concentration at half of the fitted maximal effect; % of control where 0% means no effect; nearly all actives have a fitted effect of over 65% in size
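Galactose-induced alpha-syn yeast (OD600=0.02, raffinose-pregrown) + pinned cpd, 24 hr, 30 deg C; growth by BacTiter-Glo luminescence. Growth restoration scores as activation.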
FUS yeast rescue: rescues growth of FUS-expressing yeast. actives 0.24% (n = 390,000). S. cerevisiae FUS-expressing, growth rescue, OD600, 24 h. Potency, µM (top dose mostly 76.6 µM), without a hit: at the top dose growth rescue (activation), actives largely listed as activators. AID 1347120;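 further: potency means the concentration at half of the fitted maximal effect; plate controls were DMSO vehicle for no effect and reference control for full effect; nearly all actives have a fitted effect of over 55% in size; some results filed as inactive show a strong effect at the top dose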
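Cultures pregrown in 2.5% raffinose medium are shifted to minimal medium containing 2% galactose to express toxic FUS. Compounds are tested at several concentrations. After 24hr at 30C, growth is quantified at 600 nm absorbance.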
Starred values were filed as active, the others as inactive; i = inactive; ? = inconclusive; / = not tested or not shown; & = joins results of further samples; [ ] = remark or other dose. Unless noted, the call rests on the fitted dose curve; in most records, active means well fitted curve in the direction sought with a large enough effect; inconclusive means small, poorly fitted or top-dose-only effect, or another doubt; inactive means no such curve, though single readings can be large; an effect the other way counts as inactive or inconclusive.

SMILES	GLP1R cytotox	GLP1R inv ag	Akt phos inh	Abeta rescue	TDP-43 yeast inh	PTHR1 agonist	Mm-Cpn inhibitor	aSyn rescue	FUS yeast rescue
N#C/C(=C\c1ccc(O)c(Br)c1)C(=O)N1CCCCC1	3%	5%	i	6%	?	-20%	0%	-20%	13%
Cc1cccc(NC(=O)CSc2nc3c(c(=O)[nH]2)CCCC3)c1C	-1%	0%	i	4%	-9%	i	?	1%	-5%
CC1CC(NC(=O)/C(C#N)=C/c2ccc[nH]2)CC(C)(C)C1 (configuration not stated)	-7%	-9%	i	3%	14%	-26%	0%	1%	-29%
COc1ccc(Nc2nc(=O)[nH]nc2C)cc1	6%	-8%	i	1%	-18%	-18%[57.5 µM]	-1%	-6%	-7%
Cc1nn(C)c2ncc(C(=O)c3ccccc3O)cc12	0%	8%	i	-7%	24%	-12%	-2%	5%	-11%
C[C@H](NC(=O)c1[nH]cnc1C(=O)Nc1nccs1)c1ccccc1	17%	5%	i	1%	7%	-41%[inhibitor]	-1%	-5%	-13%
COc1ccc(CCNC(=O)CC2SC(=NCCC(C)C)NC2=O)cc1OC (configuration not stated)	17%	15%	i	1%	14%	i	0%	0%	/
CNC(=O)C(=O)NCC1OCCCN1S(=O)(=O)c1ccc2c(c1)OCCO2 (configuration not stated)	6%	7%	i	2%	-1%	i	0%	0%	6%
COc1cccc(C(=O)Nc2cc3c(cc2C(C)=O)OCCO3)c1	7%	27%	i	14%	?	-14%	3%	2%	-2%
O=C(Nc1cc(Sc2nc3ccccc3s2)cc([N+](=O)[O-])c1)c1cccc(F)c1F	12%	?	i	17%	13%	-61%[inhibitor]	-29%	7%	9%
Cc1ccc(-n2nnnc2CNC(=O)c2ccccc2S(C)(=O)=O)cc1C	-5%	1%	/	-4%	13%	i	/	/	5%
CCOC(=O)C1CCN(C(=O)Nc2cccc(OC)c2)CC1	7%	10%	i	3%	-11%	i	-3%	-2%	-5%
COc1cc(OC)cc(N(C(=O)CNC(=O)c2cccs2)C(C(=O)NCC2CCCO2)c2ccc(OC)c(OC)c2)c1 (configuration not stated)	-9%	0%	i	15%	-4%	i	0%	3%	19%
COc1ccc(-c2nc(CNS(=O)(=O)c3cccc(F)c3)cs2)cc1	0%	-29%	/	5%	13µM*	-24%	/	/	3%
Cn1c(S(=O)(=O)c2ccc([N+](=O)[O-])cc2)nc(Br)c1Br	-7%	-14%	i	13%	16%	-11%	-1%	1%	-1%
COc1ccc(CC(=O)N(C)CC(=O)Nc2ccccc2C(F)(F)F)cc1S(=O)(=O)N1CCOCC1	-7%	5%	i	-7%	-19%	-25%	0%	-6%	25%
Cc1ccc2nc(NCC(=O)NN)nc(-c3ccccc3)c2c1	252%[activator]	30%[activator]	i	0%	-8%[1.82 µM]	i	-1%	-1%	32%
COc1cccc2sc3cc(NCCCN4CCOCC4)ccc3c(=O)c12	0%	0%	i	2%	24%	-3%	-2%	-3%	-8%
O=C(Cc1c(F)cccc1Cl)Nc1ccc(S(=O)(=O)NCC2CCCO2)cc1 (configuration not stated)	0%	?	i	-4%	0%	-10%	-1%	-4%	14%
COC(=O)[C@]1(C)N[C@H](CN(C)C(=O)c2ccc(F)cc2)[C@@H]2C(=O)N(C)C(=O)[C@@H]21	12%	2%	i	1%	2%	-3%	3%	0%	-27%
CCOc1ccccc1/C=N/Nc1cc(C)nc2ccc(C)cc12	-8%	?	i	11%	?	-13%	-1%	6%	22%
Cc1ccc(S(=O)(=O)Cc2ccc(C(=O)NC3CCCCCC3)o2)cc1	3%	21%	/	-12%	13%	i	3%	-14%	-7%
CC[n+]1c(/C=C(\C)Nc2ccccc2)sc2ccccc21	3%	34%[activator]	i	-10%	6%	-9%	-3%	-8%	37%
CC(C)C[C@@H](CN)NC(=O)c1nc[nH]c1C(=O)N[C@@H](C)C(=O)CNC[C@H](C)NC(=O)c1nc[nH]c1C(=O)N[C@@H](C)C(=O)O	-6%	7%	i	6%	13%	-5%	/	3%	-13%
CCCOc1ccc(F)cc1-c1cc(C(=O)NCCOC)[nH]n1	-1%	-5%	i	7%	19%	i	/	2%	-12%

The listing continues.
SMILES	GLP1R cytotox	GLP1R inv ag	Akt phos inh	Abeta rescue	TDP-43 yeast inh	PTHR1 agonist	Mm-Cpn inhibitor	aSyn rescue	FUS yeast rescue
COc1ccc(S(=O)(=O)N2CCCC(C(=O)Nc3cccc(C(C)=O)c3)C2)cc1 (configuration not stated)	-7%	-13%	i	11%	19%	-19%	1%	-6%	24%
O=C(Nc1ccc(Cl)c(-c2nc3ccccc3[nH]2)c1)c1cccnc1	4%	0%	i	-8%	-9%	23%	1%	-7%	?
CC(C)(C)NC(=O)C1CCN(C(=O)c2ccco2)CC1	-4%	7%	i	0%	-5%	i	-24%	3%	-5%
O=C(COC(=O)c1cc(-c2cccs2)nc2ccccc12)NCc1ccco1	-8%	?	i	1%	2%	-7%[57.5 µM]	-15%	0%	42%
FC(F)Oc1ccc(N=C2SCC3CCCCN23)cc1 (configuration not stated)	-2%	?	i	2%	-1%	-19%	-8%	0%	10%
CCOC(=O)c1c(C)[nH]c(C)c1S(=O)(=O)N(C)CC(=O)Nc1ccccc1C	4%	12%	i	/	19%	0%	2%	6%	5%
O=C(Oc1ccc(Cl)c2cccnc12)N1CCCCC1	-25%	-30%	i	18%	23%	-3%[57.5 µM]	-5%	3%	2%
O=C(COc1ccccc1)NN1C(=O)CSC1=S	2%	9%	i	-2%	22%	-18%	-1%	6%	-9%
COc1ccccc1-c1cc(C(=O)N2CCN(c3ccc(F)cc3)CC2)no1	1%	0%	i	-6%	-13%	-90%[inhibitor]	0%	-1%	5%
Cc1ccc(S(=O)(=O)CC(=O)N2CCN(c3ccc([N+](=O)[O-])cc3)CC2)cc1	-19%	-13%	i	9%	29%	-28%	0%	0%	?
O=C(CCC(=O)N(c1ccc(F)cc1)C(C(=O)NC1CCCC1)c1ccncc1)Nc1cccnc1 (configuration not stated)	34%[activator]	13%	i	14%	25%	-7%[57.5 µM]	1%	10%	10%
CCOc1ccc(C(c2c(NC(=O)c3ccccc3)sc(C)c2C)N2CCN(C)CC2)cc1 (configuration not stated)	?	?	i	0%	5%	-20%	-1%	3%	40%
CCCNC(=O)C1(O)c2cc(Br)ccc2NC(=O)N1c1ccc(Cl)cc1 (configuration not stated)	1%	17%	i	9%	5%	i	1%	-4%	-13%
Oc1cccc2ccc[n+](CC(O)Cn3c4ccccc4c4ccccc43)c12 (configuration not stated)	?	?	i	12%	-1%	-10%	-2%	3%	7%
Cc1ccncc1CNC(=O)c1ccccc1	-2%	19%	i	1%	-3%	i	/	3%	-5%
O=C(N/N=C/c1ccc([N+](=O)[O-])o1)C(=O)Nc1ccc(C(=O)O)cc1	-9%	11%	i	-9%	8%	i	-2%	2%	-21%
CCOC(=O)c1nnn(CC(=O)NC(=O)Nc2cccc(CC)c2)c1C(=O)OCC	-29%&-3%	-46%&-21%	i	-3%&10%	18%&18%	-28%&-25%	0%	4%	29%&26%
CN(C)S(=O)(=O)c1ccc(Cl)c(NC(=O)COC(=O)/C=C/c2ccc(S(=O)(=O)N3CCOCC3)cc2)c1	-5%	0%	i	14%	-18%	-8%	0%	3%	?
O=C(NCC1CCN(Cc2ccccc2Cl)CC1)Nc1ccccc1F	8%	?	i	-10%	11%	i	3%	1%	4%
COc1ccc(CNC(=O)CCn2cccn2)cc1	4%	6%	/	-3%	16%	-19%	/	/	0%
CCOc1ccc(-n2c(=O)c3c4c(sc3n(CC(=O)NCC3CCCO3)c2=O)CCC4)cc1 (configuration not stated)	3%	10%	i	-10%	-11%	-12%	2%	-1%	31%
CC(C)NC(=O)c1ccc(Cl)cc1Cl	-2%	6%	i	5%	-10%	-5%	3%	0%	-1%
CC(=O)N1CCN(C2=NC(=O)/C(=C/c3ccc(OS(=O)(=O)c4ccccc4)cc3)S2)CC1	-2%	3%	i	-7%	-2%	-28%	-6%	-1%	19%
CCOC(=O)c1c(NC(=O)C2CCCCC2C(=O)O)sc2c1CCCCC2 (configuration not stated)	3%	?	i	-16%	10%	-4%	-4%	0%	?
Cc1cc(C)cc(NC(=O)c2ccc(CNc3c(N4CCOCC4)c(=O)c3=O)cc2)c1	7%	13%	i	-15%	14%	14%	1%	0%	1%
COc1ccc(Br)cc1CC1C(=O)Nc2ccccc21 (configuration not stated)	3%	?	/	9%	?	-11%	/	/	33%
CC1CCCCC12NC(=O)N(CC(=O)NC(=O)Nc1ccc3c(c1)OCCO3)C2=O (configuration not stated)	6%	13%	i	0%[9.22 µM]	18%	-25%	0%	-5%	-2%
COc1ccc(O)c(/C=N/NC(=O)c2cc(=O)[nH]c3ccccc23)c1	-13%	?	i	8%	17%	-23%	2%	1%	-2%
Cc1ccc2c(c1)c(CC(=O)Nc1ccc(C)c(F)c1)c(C(=O)O)n2C	0%&-26%	?	i	10%&15%	16%&-7%	-13%	3%	1%	8%&24%

Among those listed so far, two have an aryl thioether with sulfur outside any ring.
SMILES	GLP1R cytotox	GLP1R inv ag	Akt phos inh	Abeta rescue	TDP-43 yeast inh	PTHR1 agonist	Mm-Cpn inhibitor	aSyn rescue	FUS yeast rescue
Cc1cccc(NC(=O)CSc2nc3c(c(=O)[nH]2)CCCC3)c1C	-1%	0%	i	4%	-9%	i	?	1%	-5%
O=C(Nc1cc(Sc2nc3ccccc3s2)cc([N+](=O)[O-])c1)c1cccc(F)c1F	12%	?	i	17%	13%	-61%[inhibitor]	-29%	7%	9%

Only part of the results is shown; count on the stated rates, not on these rows.
